# Bioassay records from PubChem.
# Kir21 inh: Kir2.1 (mouse) channel inhibition. B-score at 10 µM. HEK293-Kir2.1, FluxOR thallium flux fluorescence; active compounds read low. P35561. 310,000 compounds, 0.85% hits. AID 1672;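 active = fluorescence ratio B-score at or below minus 3 SD of library scores, with starting-brightness B-score within 2 SD, cut at about -4.2 in these data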;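 note: channel flux triggered by added potassium and thallium sulfate stimulus; B-score of peak minus minimum fluorescence over baseline after thallium stimulus; more negative B-score means stronger Kir2.1 block with less thallium influx; some compounds called inactive have numbers as strong as hits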
# Target sequence (P35561 whole entry, looked up): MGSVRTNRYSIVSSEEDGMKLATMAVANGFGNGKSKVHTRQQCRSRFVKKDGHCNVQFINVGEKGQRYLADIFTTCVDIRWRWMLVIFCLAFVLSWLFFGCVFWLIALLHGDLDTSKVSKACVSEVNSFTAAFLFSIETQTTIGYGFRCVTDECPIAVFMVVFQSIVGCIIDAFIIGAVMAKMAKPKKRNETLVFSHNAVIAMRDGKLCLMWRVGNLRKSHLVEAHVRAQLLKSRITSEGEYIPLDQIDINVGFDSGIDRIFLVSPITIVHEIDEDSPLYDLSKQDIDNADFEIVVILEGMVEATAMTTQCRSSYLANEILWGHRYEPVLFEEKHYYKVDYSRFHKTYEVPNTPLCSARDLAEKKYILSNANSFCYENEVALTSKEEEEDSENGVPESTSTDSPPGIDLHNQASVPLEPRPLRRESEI
# KCNQ2 inh: KCNQ2 potassium channel inhibitors, primary screen, cell-based, CHO-K1, FluxOR thallium flux, B-score (AID 2156). 310,000 compounds, 1.1% hits. B-score at 10 µM. O88943. 20 min; active compounds read low;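 active = fluorescence ratio B-score at most minus 3 library SDs, with starting brightness B-score within 2 library SDs, cut at about -5.5 in these data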
# Starred values were filed as active, the others as inactive; i = inactive.
SMILES,Kir21 inh,KCNQ2 inh
N#Cc1ncc(Cc2ccccc2)nc1C#N,-0.11,i
CCOc1ccc2[nH]c(C)c(CN3CCN(CC)CC3)c(=O)c2c1,1.1,i
C=CCCC(=O)Nc1nc(C)c(-c2csc(Nc3ccccc3OC)n2)s1,2.1,i
CN1CCc2c(sc(NC(=O)Cc3ccccc3)c2C#N)C1,0.33,i
Cc1ccc(C)c(S(=O)(=O)N2CCN(C(=O)CCc3nc4ccccc4c(=O)[nH]3)CC2)c1,0.34,i
COC(=O)c1sc(N2C(=O)C(=O)/C(=C(/O)c3ccc(C)cc3)C2c2ccco2)nc1C (stereo not drawn),-0.49,i
COc1ccccc1NS(=O)(=O)c1cccc(C(=O)N/N=C/c2ccccc2OCC(=O)O)c1,2.1,i
O=C(O)c1ccc(-c2nc(-c3ccccc3)c(-c3ccccc3)[nH]2)cc1,-0.24,i
CN1c2ccccc2C(O)=C(C(=S)Nc2ccccc2)S1(=O)=O,-0.88,i
CN(C(=O)Nc1ccccc1)n1cnc2ccccc2c1=O,-1.3,i
CC1CCCCN1c1nc(-c2ccncc2)nc2ccccc12 (stereo not drawn),-1.4,i
O=C(Cc1ccccc1)NCC(=O)N/N=C/c1ccc(C(=O)O)cc1,-0.13,i
CC(C)CC(=O)NC(c1cccs1)c1ccc2cccnc2c1O (stereo not drawn),-1.4,i
C=CCn1c(Cc2nc3ccc(Cl)cc3[nH]2)n[nH]c1=S,-1.2,i
CC(=O)N(/N=C1/C(=O)Nc2ccccc21)c1ccccc1,1.7,i
O=C(Cn1c(=O)cnc2ccccc21)N1CCCc2ccccc21,-0.03,i
O=C(NC(=O)c1ccc(C(F)(F)F)cc1)Nc1ccc(-c2cnco2)cc1,1.1,i
Cc1cc(C)c2nc(-c3ccccn3)cc(C(=O)Nc3cc(C)on3)c2c1,2.3,i
COCCOC(=O)C1=C(C)Nc2ncnn2C1c1ccc(F)cc1 (stereo not drawn),0.61,i
COc1ccc(N2CCN(S(=O)(=O)CCNC(=O)C3CC3)CC2)cc1,1.8,i
O=C(NCc1nc(-c2ccc(C(F)(F)F)cc2)no1)Nc1ccc(F)cc1F,2.5,i
COc1ccc(C(=O)Nc2nc(-c3cccs3)c(NC(C)=O)s2)cc1,-0.25,i
COc1cc(NC(=O)C2=CC(c3ccco3)=NS(=O)(=O)N2C)cc(OC)c1OC,-0.7,i
Cn1c(Nc2ccc(F)cc2)nc2ccccc21,0.33,i
Cc1ccc(Nc2cc(C)nc(-c3ccccc3)n2)cc1,-0.95,i
COc1ccc(S(=O)(=O)N2CCOCC2)cc1C(=O)Nc1ccc2c(c1)OCO2,0,i
COc1ccc(CCC(=O)NCC(c2ccco2)N2CCc3ccccc32)cc1 (stereo not drawn),-3,i
Cc1ccc(N2C(=O)C(NC(=O)c3ccccc3F)(C(F)(F)F)C3=C2CC(C)(C)CC3=O)cc1 (stereo not drawn),-1.6,i
c1ccc(-c2nc3c4ccccc4ccn3c2CN2CCOCC2)cc1,-1.6,i
COc1ccc(CC(=O)N(Cc2ccccc2)c2ccccc2)cc1S(=O)(=O)N1CCOCC1,-1.2,i

# A portion of the results above:
SMILES,Kir21 inh,KCNQ2 inh
Cc1ccc(N2C(=O)C(NC(=O)c3ccccc3F)(C(F)(F)F)C3=C2CC(C)(C)CC3=O)cc1 (stereo not drawn),-1.6,i
c1ccc(-c2nc3c4ccccc4ccn3c2CN2CCOCC2)cc1,-1.6,i
COc1ccc(CC(=O)N(Cc2ccccc2)c2ccccc2)cc1S(=O)(=O)N1CCOCC1,-1.2,i

# The main list resumes, starting 7 compounds before the break.
SMILES,Kir21 inh,KCNQ2 inh
Cn1c(Nc2ccc(F)cc2)nc2ccccc21,0.33,i
Cc1ccc(Nc2cc(C)nc(-c3ccccc3)n2)cc1,-0.95,i
COc1ccc(S(=O)(=O)N2CCOCC2)cc1C(=O)Nc1ccc2c(c1)OCO2,0,i
COc1ccc(CCC(=O)NCC(c2ccco2)N2CCc3ccccc32)cc1 (stereo not drawn),-3,i
Cc1ccc(N2C(=O)C(NC(=O)c3ccccc3F)(C(F)(F)F)C3=C2CC(C)(C)CC3=O)cc1 (stereo not drawn),-1.6,i
c1ccc(-c2nc3c4ccccc4ccn3c2CN2CCOCC2)cc1,-1.6,i
COc1ccc(CC(=O)N(Cc2ccccc2)c2ccccc2)cc1S(=O)(=O)N1CCOCC1,-1.2,i
COc1ccc(CNS(=O)(=O)c2ccc3c(c2)N(C)CCO3)cc1,0,i
O=C(Nc1cccc2ccccc12)N1CC=C(c2ccccc2)CC1,1.2,i
O=C(N/N=C/c1cccc([N+](=O)[O-])c1)c1cccc2cc[nH]c12,0,i
CC(C)OC(=O)Cn1c(=O)sc2ccccc21,2.1,i
CCN1C(=O)[C@H]2[C@@H](c3ccc(C)cc3)N3C(=O)N(c4cccc(Cl)c4)C(=O)[C@@]3(Cc3ccccc3)[C@H]2C1=O,1.2,i
COCCn1c(C)cc(C(=O)CSc2nc3ccccc3c(=O)n2C(C)COC)c1C (stereo not drawn),-0.6,i
COCCCn1c(C(=O)NCCN2CCOCC2)cc2c(=O)n3ccccc3nc21,0.48,i
S=C(NCc1ccccc1)NCc1ccc2c(c1)OCO2,0,i
Cn1cc(-c2ccccc2C(=O)O)c(=O)c2cc(Cl)ccc21,-0.94,i
Cc1ccccc1NC(=O)c1ccc2c(c1)OCCO2,-2.5,i
CCc1cccc(CC)c1NC(=O)COC(=O)/C(C#N)=C/c1ccc(OC)cc1,3.3,i
NC(=O)CSc1nnc(C2CC2)n1-c1ccccc1,-0.4,i
Cc1cc(C)c2cc(CN(CCN(C)C)C(=O)Nc3ccccc3Cl)c(=O)[nH]c2c1,-1.9,i
CC(/C=N/NC(=O)c1ccc(CN2c3cccc4cccc(c34)S2(=O)=O)cc1)c1ccccc1 (stereo not drawn),0.63,i
CCOC(=O)C1(CCc2ccccc2)CCN(C(=O)c2occc2C)CC1,0.39,i

# Single entries from the entries so far.
# CCN1C(=O)[C@H]2[C@@H](c3ccc(C)cc3)N3C(=O)N(c4cccc(Cl)c4)C(=O)[C@@]3(Cc3ccccc3)[C@H]2C1=O in Kir21 inh → 1.2
# COCCCn1c(C(=O)NCCN2CCOCC2)cc2c(=O)n3ccccc3nc21 in Kir21 inh → 0.48

# Continued:
SMILES,Kir21 inh,KCNQ2 inh
CCCC(=O)Nc1ccc(N2CCOCC2)cc1,-0.66,i
CCCCCCn1c(N2CCCC2)nc2c1c(=O)n(C)c(=O)n2C,-0.02,i
COc1ccc(C(=O)Nc2sc3c(c2C(=O)NCc2ccco2)CCCC3)cc1OC,-0.41,i
O=C(c1ccccc1NS(=O)(=O)c1ccc(Br)s1)N1CCOCC1,0.64,i
O=C(NCc1ccc(F)cc1)C(=O)NCC(c1ccco1)N1CCOCC1 (stereo not drawn),0.12,i
CNCCOc1ccc(Cl)c(Cl)c1,-0.47,i
Cc1cc(N2CCN(c3nc(-c4ccccc4)cs3)CC2)c2ccccc2n1,-2.1,i
COc1cccc(NC(=O)Cn2nnc(C(=O)Nc3ccccc3)c2N)c1,0.26,i
C#CCSc1nnc(CNS(=O)(=O)c2ccc(Br)cc2)n1C,-0.41,i
CC(C)(C)NC(=O)CSc1nccn1Cc1ccccc1,0.12,i
CCCn1c(NC(=O)CN2C(=O)NC3(CCCC3)C2=O)nc2ccccc21,-1.8,i
NC(=O)C1CCN(c2nc(-c3ccc(Br)cc3)cs2)CC1,0.93,i
CSc1c(CC(=O)Nc2ccc(F)cc2)n(Cc2ccccc2)c2ccccc12,1.6,i
CC1CCCCN1C(=O)c1c(Cl)cnn1C (stereo not drawn),0,i
COc1ccc([N+](=O)[O-])cc1N(CC(O)CN1CCCCC1)S(=O)(=O)c1ccc(C)cc1 (stereo not drawn),0.5,i
CN(C)C(=O)Cn1cc(S(=O)(=O)Cc2ccccc2)c2ccccc21,0.66,i
CC(C)C(=O)Nc1ccc(C(=O)NCc2cccnc2)cc1,2.2,i
CN(C(=O)C1CCCN(c2ncnc3c2nc2n3CCCCC2)C1)c1cccc(Cl)c1 (stereo not drawn),1.3,i
CSCCCN1CCCC(CO)(Cc2ccccc2F)C1 (stereo not drawn),0.86,i
O=C(CN1CCN(S(=O)(=O)c2ccccc2)CC1)NC(=O)NCc1ccco1,-1.6,i
Cn1c2ccccc2c2cc(C(=O)NNC(=O)CCl)sc21,1,i
CCOC(=O)Cc1csc(/C(=N/O)C(N)=O)n1,-3,i
C/C(=N\NC(=O)c1cc(C)nc2ccccc12)c1cccc(Cl)c1,-0.93,i
CC(C)(C)c1ccc(-c2nc3cc(N)ccc3o2)cc1,0.59,i
COc1cccc(CNc2ncc(C(=O)Nc3cc(OC)c(OC)c(OC)c3)c(C)n2)c1,-1.9,i
CC(C)(C)c1nc(SCC(=O)N2CCCC2)c2ccccc2n1,-0.86,i
O=S(=O)(c1cccc2nsnc12)N1CCN(Cc2ccccc2)CC1,-0.66,i
N#Cc1c2ccc(OCC(N)=O)cc2n2ccccc12,2,i
COc1cccc(/C=N/NC(=O)CN2C(=O)NC3NC(=O)NC32)c1 (stereo not drawn),0.45,i
Cc1cccc(NC(=S)N2CCN(Cc3ccc4c(c3)OCO4)CC2)c1C,0.37,i
CCOC(=O)N1CCN(S(=O)(=O)N2CCCC(C(=O)NCCCN3CCC(C)CC3)C2)CC1 (stereo not drawn),-0.98,i
CC1CCN(CC(=O)Nc2ccc(N3CCCCCC3)cc2)CC1,-2.5,i
O=C(NCc1cccnc1)Nc1cccc([N+](=O)[O-])c1,0.15,i
CCCC1NC(C(=O)O)Cc2c1[nH]c1ccccc21 (stereo not drawn),-0.78,i
O=C(COC(=O)Cc1cccc(C(F)(F)F)c1)NC1CC1,1.3,i
CC1CCCCC1NC(=O)C1CC=CCC1C(=O)O (stereo not drawn),1,i
CCOC(=O)N1CCC(NC(=O)CNS(=O)(=O)c2ccc(Br)s2)CC1,1.6,i
Cc1cc(=O)[nH]c(SCC(=O)Nc2ccc(S(=O)(=O)N3CCCCC3)cc2)n1,1.9,i
CCCCNC(=O)COC(=O)c1ccc(SC)cc1OC,1.6,i
O=C(CSC1=NCCS1)N1CCN(c2ccc(Cl)cc2)CC1,0.54,i
O=C(c1cccnc1)N(c1cc2sc(=O)oc2c2ccccc12)S(=O)(=O)c1ccccc1,0.44,i
CCOc1ccc(Oc2ccccc2NC(=O)C2=COCCO2)cc1,-0.26,i
COc1ccc(C(CC(=O)O)NS(=O)(=O)c2ccc3c(c2)NC(=O)CO3)cc1 (stereo not drawn),-0.02,i
Cn1c(CCN2CCCC2)nc2cc(NS(=O)(=O)c3ccccc3)ccc21,-0.36,i
O=C(NCc1ccccc1)NC(=O)c1ccc(Cl)cc1,-0.23,i
CCn1ncc(/C=N/NC(=O)c2ccc3c(c2)OCO3)c1C,-0.06,i
COc1ccc(N2CCN(C(=O)Cn3nnc(-c4ccc(N(C)C)cc4)n3)CC2)cc1,-1.3,i
O=C(CCN1C(=O)/C(=C/c2ccccc2F)SC1=S)NCCCn1ccnc1,-1.9,i
CCOc1ccc(CNc2ccc(N3CCCC3)cc2)cc1,-0.73,i
COC(=O)C1=C(N)OC2=C(C(=O)CC(C)(C)C2)C1c1cccs1 (stereo not drawn),0.1,i
Nc1c(-c2ccccc2)c(CN2CCOCC2)nn1-c1cccc([N+](=O)[O-])c1,-1.1,i
Cc1c(-c2ccccc2)[nH]n2c(=O)c3c(nc12)CCCC3,0.03,i
O=S(=O)(NCCc1ccccc1)c1ccc(S(=O)(=O)N2CCCCC2)cc1,-0.91,i
CCCn1c(SCC(=O)c2ccc3c(c2)OCCO3)nnc1-c1ccco1,-1.7,i
CCOC(=O)c1cn(CC(=O)Nc2cccc(Cl)c2C)nn1,0.01,i
CCN(CC)S(=O)(=O)c1ccc(Cl)c(NC(=O)COc2ccc3c(C)cc(=O)oc3c2)c1,1.4,i
CCN1CCN(S(=O)(=O)c2c(C)cc(C)cc2C)CC1,2.2,i
Cc1cc(N2C(=O)CC(C(C)c3ccccc3)C2=O)no1 (stereo not drawn),-1.7,i
CC(C)CCNC(=O)C1CCN(S(=O)(=O)c2ccc3nc4c(c(C(=O)O)c3c2)CCCCC4)CC1,0.89,i
COc1ccc(-c2cc(C)no2)cc1S(=O)(=O)N1CCN(c2ccccc2F)CC1,1.7,i
# Next records
SMILES,Kir21 inh,KCNQ2 inh
COc1ccc(OC)c(S(=O)(=O)N2CCCC(C(=O)NCc3cccnc3)C2)c1 (stereo not drawn),0.83,i
COc1ccc(N(CC(=O)NCc2ccncc2)S(=O)(=O)c2ccccc2[N+](=O)[O-])c(OC)c1,-0.28,i
CC(OC(=O)c1nc(Cl)ccc1Cl)C(=O)Nc1ccc2c(c1)OCCO2 (stereo not drawn),-1.1,i
Cc1cccc(CSc2ccc3nnc(-c4ccccn4)n3n2)c1,-0.6,i
CCN1CCN(C(=O)C2CCCN(S(=O)(=O)c3ccc(OC)c(OC)c3)C2)CC1 (stereo not drawn),-0.49,i
COc1ccc(-n2nc(C(=O)NCC(=O)N3CCCCCC3)c3ccccc3c2=O)cc1,-0.07,i
COc1ccc(C(C)=O)cc1COc1ccc(Cl)cc1Cl,0.74,i
O=C(c1ccc(=O)[nH]c1)N1CCN(S(=O)(=O)c2ccc(Cl)cc2)CC1,1,i
CC(=O)Nc1ccccc1OCC(=O)NC(C)c1ccccc1 (stereo not drawn),2.3,i
CCn1c(=O)cc(OCC(=O)N(C)C2CCCCC2)c2ccccc21,-1.5,i
CN(CC(=O)Nc1cccc(F)c1)C(=O)CC1CC2CCC1C2 (stereo not drawn),0,i
Nc1ccc(N=Nc2ccccc2Cl)c(N)n1,0.38,i
O=c1[nH]c(=O)c2nnc(N/N=C\c3ccc(O)cc3)nc2[nH]1,0.24,i
Cn1c(NCC(O)CO)nc2c1c(=O)n(Cc1ccc(Cl)c(Cl)c1)c(=O)n2C (stereo not drawn),0.18,i
CCCC(C)C(=O)Nc1nc(C)c(-c2csc(Nc3cc(OC)ccc3OC)n2)s1 (stereo not drawn),-1.3,i
